# Assay outcomes from PubChem.
# Rpn11 inh: Rpn11 (PSMD14) deubiquitinase inhibitors, primary screen, biochemical, fluorescence polarization, uHTS | 26S proteasome non-ATPase regulatory subunit 14 (Homo sapiens), O00487 | human 26S proteasome, Ub4-pepOG fluorescence polarization; 20S core pre-blocked with epoxomicin | calls only at 20 µM | 360,000 tested, 0.59% active;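 active = inhibition at 20 µM, scaled to each plate's controls, above about 33%, limit read from the data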
# MLLE-PAM2 inh: inhibitors of PABP1 MLLE–PAM2 peptide binding, primary screen, biochemical, fluorescence polarization, FITC-PAM2, GST-MLLE. 360,000 tested, 0.36% active. Polyadenylate-binding protein 1 (Homo sapiens), P11940. inhibition, % at 20 µM; in the data active = inhibition above about 35%, passing the limit was not always enough;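 note: plate controls were DMSO wells with GST-MLLE for no effect and wells lacking GST-MLLE protein for full effect; some results filed as inactive read as strong as hits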
# DNMT1 inh: human DNMT1 methyltransferase inhibitors, primary screen, biochemical, molecular beacon, fluorescence, HinP1I cleavage, uHTS; DNA (cytosine-5)-methyltransferase 1 (Homo sapiens), P26358; inhibition (reported as % activation of signal), % at 10 µM; 360,000 tested, 0.83% active; in the data active = inhibition above about 50%
# CSN inh: inhibitors of CSN-mediated cullin deneddylation, primary screen, biochemical, fluorescence polarization, uHTS. COP9 signalosome complex subunit 5 (Homo sapiens), Q92905. AID 651999, 2013. 360,000 tested, 0.38% active. Purified CSN, SCF-Nedd8-OG deneddylation. inhibition, % at 12.5 µM;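 active = pattern-corrected inhibition above about 35%, with an unprinted fluorescence ratio check between 0.5 and 1.5, limit read from the data, passing the limit was not always enough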;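 note: 0% = enzyme with substrate and 100% = substrate without enzyme; some results filed as inactive read as strong as hits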
#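 test system = HEK293T-derived human Csn5 enzyme | amount = 0.24 nM Csn5 enzyme, final concentration | medium = Tris/NaCl/DTT buffer, pH 7.5 | schedule = 90 min reaction at room temperature | signal = FP | evaluation = inhibition of Csn5 cleavage, % | compound dosing = single dose of 12.5 µM compound with 0.25% DMSO | probe or stimulus = 10 nM SCFSkp2-Nedd8OG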
# Scp-1 inhibitor: Scp-1 phosphatase inhibitors, primary screen, biochemical, colorimetric, uHTS | AID 493091, 2011 | Recombinant Scp1, phosphopeptide, malachite green phosphate absorbance | inhibition, % at 20 µM | 340,000 tested, 0.88% active | Carboxy-terminal domain RNA polymerase II polypeptide A small phosphatase 1 (Homo …;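 active = inhibition above about 50% at 20 µM, limit read from the data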;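 note: plate controls were DMSO wells with enzyme for no effect and wells lacking enzyme for full effect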
# Target sequence (Q9GZU7 76-261 limits assumed): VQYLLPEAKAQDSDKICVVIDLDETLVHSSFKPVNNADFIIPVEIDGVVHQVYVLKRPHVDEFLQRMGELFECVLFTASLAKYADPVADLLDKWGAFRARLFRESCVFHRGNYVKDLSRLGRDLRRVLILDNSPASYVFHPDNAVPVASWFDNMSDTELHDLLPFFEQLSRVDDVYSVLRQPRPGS
#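 assay system = SCP-1 phosphatase catalytic domain, residues 76-261 | buffer or medium = 50 mM Tris acetate pH 5.5, 0.005% Tween-20, 10 mM MgCl2 | incubation = enzyme reaction 45 min at room temperature, colour 5 min, stabilisation 30 min | signal = Phosphate-binding colour reagent, absorbance read at 630 nm | measure = % inhibition at 20 µM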
# NadD inh: inhibitors of S. aureus NadD, primary screen, biochemical, colorimetric, uHTS; Nicotinate-nucleotide adenylyltransferase NadD (Staphylococcus aureus N315); purified NadD enzyme, colorimetric absorbance read-out; inhibition, % at 20 µM; 360,000 tested, 0.78% active; AID 602399, 2012; in the data active = inhibition above about 26%; note: some compounds past the cut are filed as inactive
# LMPTP inh: LMPTP phosphatase inhibitors, primary screen, biochemical, fluorescence intensity, uHTS; inhibition, % at 20 µM; Low molecular weight phosphotyrosine protein phosphatase (Homo sapiens), P24666; 360,000 tested, 0.22% active; recombinant LMPTP-A, OMFP fluorogenic substrate; AID 651560, 2012;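 active = compounds that cut the enzyme signal by at least half of the control window in the single-dose screen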;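 note: plate controls were DMSO wells with enzyme plus substrate for no effect and substrate without enzyme for full effect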
# Target sequence (P24666 whole entry, looked up): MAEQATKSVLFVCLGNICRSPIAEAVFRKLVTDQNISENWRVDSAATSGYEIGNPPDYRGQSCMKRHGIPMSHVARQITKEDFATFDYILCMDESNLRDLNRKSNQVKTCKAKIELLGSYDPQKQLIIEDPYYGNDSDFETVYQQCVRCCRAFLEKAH
#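 Test system – LMPTP-A phosphatase enzyme · Quantity – 0.625 nM LMPTP-A final · Reagent – OMFP substrate, 400 µM final · Dosing – one test concentration per compound, 20 µM, with 3% DMSO overall · Timing – 50 min enzyme reaction at room temperature, protected from light · Detection – fluorescence intensity · Controls – substrate-only low control, DMSO enzyme-plus-substrate high control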
# SUMO1-SIM PPI: modulators of SUMO1 protein-protein interactions, primary screen, biochemical, uHTS; inhibition, % at 20 µM; 360,000 tested, 0.33% active; Small ubiquitin-related modifier 1 (Homo sapiens), P63165; SUMO1 binding to a labelled peptide, TR-FRET, 1 h; in the data active = inhibition above about 37%
# Target sequence (P63165 whole entry, looked up): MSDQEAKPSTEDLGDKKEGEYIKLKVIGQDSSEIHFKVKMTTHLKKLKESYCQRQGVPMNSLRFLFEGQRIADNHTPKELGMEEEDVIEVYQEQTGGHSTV
# STEP inh: STEP phosphatase inhibitors, primary screen, biochemical, fluorescence intensity, uHTS. recombinant STEP, OMFP fluorogenic substrate. 360,000 tested, 0.25% active. AID 588621, 2011. Tyrosine-protein phosphatase non-receptor type 5 (Homo sapiens), P54829. inhibition, % at 20 µM;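 active = inhibition at 20 µM, scaled per plate between control wells, above about 37%, limit read from the data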;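 note: 0% = DMSO with enzyme and substrate and 100% = substrate only without enzyme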
# Target sequence (P54829 whole entry, looked up): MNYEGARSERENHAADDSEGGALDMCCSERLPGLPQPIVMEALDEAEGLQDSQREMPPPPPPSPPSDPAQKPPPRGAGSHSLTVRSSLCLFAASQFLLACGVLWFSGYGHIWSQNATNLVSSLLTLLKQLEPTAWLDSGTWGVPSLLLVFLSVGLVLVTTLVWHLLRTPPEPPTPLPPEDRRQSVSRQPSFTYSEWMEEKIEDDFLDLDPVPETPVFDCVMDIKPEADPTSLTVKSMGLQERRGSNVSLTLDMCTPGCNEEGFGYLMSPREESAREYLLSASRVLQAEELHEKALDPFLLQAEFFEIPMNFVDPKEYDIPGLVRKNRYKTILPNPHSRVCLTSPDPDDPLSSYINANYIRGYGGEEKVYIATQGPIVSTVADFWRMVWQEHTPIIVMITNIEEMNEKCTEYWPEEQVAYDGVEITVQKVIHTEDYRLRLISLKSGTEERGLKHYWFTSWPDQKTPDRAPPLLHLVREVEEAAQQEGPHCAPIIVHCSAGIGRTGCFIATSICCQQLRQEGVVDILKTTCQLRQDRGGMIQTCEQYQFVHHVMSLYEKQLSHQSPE
#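 Material: STEP (striatal-enriched tyrosine phosphatase) enzyme, cell-free | Medium: 50 mM Bis-Tris pH 6.0 with 2.5 mM DTT and 0.005% Tween 20 | Read-out: Percent inhibition scaled to no-enzyme and uninhibited-enzyme controls, plate-pattern corrected | Signal: Fluorescence read at 480 nm ex / 540 nm em | Times: 20 min reaction, room temperature, in the dark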
# Tb MetRS inh: T. brucei MetRS inhibitors, primary screen, biochemical, luminescence. methionyl-tRNA synthetase (Trypanosoma brucei brucei). purified T. brucei MetRS, ATP depletion, Kinase-Glo luminescence. inhibition, % at 11.9 µM. 360,000 tested, 0.4% active;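 active = inhibition above a per-plate cutoff of the control wells' mean inhibition plus 3 SD, cut at about 5.5% in these data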;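 note: 0% = DMSO wells median and 100% = median of wells with control inhibitor compound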
#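 Measured by: Kinase-Glo luciferase luminescence reporting remaining unconsumed ATP. Material: purified T. brucei MetRS enzyme. Doses: 11.9 µM compound single dose, 0.9% DMSO. Medium: HEPES buffer containing pyrophosphatase, BSA, spermine, DTT. Times: 15 min preincubation, 2 h reaction, all 25 °C. Reagent: methionine, ATP and bulk E. coli tRNA.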
# * = called active by the depositor; i = inactive; . = not tested or not shown.
SMILES,Rpn11 inh,MLLE-PAM2 inh,DNMT1 inh,CSN inh,Scp-1 inhibitor,NadD inh,LMPTP inh,SUMO1-SIM PPI,STEP inh,Tb MetRS inh
CC(NCc1ccc(S(N)(=O)=O)cc1)C(=O)NCc1ccccc1 (stereo not drawn),i,6,0,3,-7,0,-1.6,-4,-2,1.2
COc1ccc(NC2c3ccccc3C(=O)N2c2ccccn2)cc1Cl (stereo not drawn),i,-12,-3,-1,-1,-7,1.4,1,2,-0.4
COc1ccc(NC(=O)CSc2nccn2Cc2ccco2)c(OC)c1,i,10,0,-1,-2,2,-0.2,8,-1,-0.4
Cc1ccccc1CC1(CO)CCCN(C(=O)c2cc(Cl)ccc2F)C1 (stereo not drawn),i,6,-2,0,-8,-3,-0.1,3,6,-0.3
CN(C)C(CNC(=O)CCNC(=O)c1ccc(Cl)cc1)c1ccco1 (stereo not drawn),i,13,1,8,2,-5,-2.0,2,0,0.4
Cc1ccc(S(=O)(=O)NC(C)C(c2cccs2)N2CCOCC2)cc1 (stereo not drawn),i,-4,14,0,2,-2,-2.5,4,-2,-0.1
COc1ccc(C(=O)NNC(=O)c2cc3cc(OC)ccc3oc2=O)cc1,i,0,9,1,-7,-4,-0.5,-37,-2,-1.0
Cc1cccc(-c2noc(C(C)NC(=O)c3ccco3)n2)c1 (stereo not drawn),i,6,1,3,-3,1,-0.2,-4,-2,-0.7
Cc1onc(-c2ccccc2Cl)c1C(=O)N1CCCCC1,i,12,0,3,-5,0,0.5,4,-3,0.2
CC1CCCC(NC(=O)CSc2nncs2)C1C (stereo not drawn),i,2,3,-5,0,-4,-0.4,-2,-1,0.1
O=C(COC(=O)c1cc([N+](=O)[O-])ccc1N1CCOCC1)NCc1ccc(F)cc1,i,-2,0,2,-4,-5,-2.1,-27,-1,-0.3
CC(C)n1cc(/C(N)=N/O)c(=O)n(Cc2ccccc2)c1=O,i,3,-3,2,13,-5,-1.4,6,1,0.1
CCOC(=O)/N=C(/NC(=O)Nc1ccc(C(=O)OCC)cc1)OC,i,1,3,6,3,1,0.2,2,-7,-0.7
CC(=O)c1cccc(NC(=O)c2cccc3ccccc23)c1,i,-7,-2,-1,-7,3,-0.3,-8,1,0.6
COc1ccc2c(c1)c1ncn(CCN3CCCCC3)c(=O)c1n2C,i,1,3,4,-6,-3,0.8,2,-4,0.2
NC(=O)C1CCCCc2c1[nH]c1ccc(Cl)cc21 (stereo not drawn),i,-12,1,5,-10,-9,1.7,1,0,-1.1
CCCC(OC(=O)CN1C(=O)COc2ccccc21)C(=O)NC1CCCC1 (stereo not drawn),i,5,4,-3,-8,-5,-0.9,6,2,-0.1
CCOC(Cn1cc(C)c(=O)[nH]c1=O)OCC,i,-1,3,-5,-2,0,0.1,1,0,0.0
COc1cc(S(=O)(=O)N(C)C)ccc1F,i,14,1,-1,-8,-3,-1.2,3,1,-1.0
CC(=O)c1ccc(N2CCN(C(=O)c3ccc(OCc4c(C)noc4C)cc3)CC2)cc1,i,-3,-3,-1,1,-3,1.7,4,-4,0.3
CCOc1ccc(NC(=S)Nc2cc(-c3ccccc3)[nH]n2)cc1,i,-1,-12,1,-8,-1,2.3,3,2,-0.1
O=C(CS(=O)(=O)Cc1ccccc1)Nc1ncccn1,i,5,-1,-3,-5,-3,-1.1,2,2,0.3
O=[N+]([O-])c1ccccc1/C=C/C=N/N1CCCCC1,i,7,-7,9,-9,-7,0.9,-15,1,0.5
CSCCNC(=O)c1ccc(C(C)(C)C)cc1,i,-4,-3,1,-5,3,-0.5,-1,-2,-0.4
CC(C)Cc1nnc(NC(=O)CN2C(=O)C3CCCCC3C2=O)s1 (stereo not drawn),i,0,2,0,-10,-6,0.1,-1,-1,-0.1

# An excerpt from above in order of length of the SMILES, falling:
SMILES,Rpn11 inh,MLLE-PAM2 inh,DNMT1 inh,CSN inh,Scp-1 inhibitor,NadD inh,LMPTP inh,SUMO1-SIM PPI,STEP inh,Tb MetRS inh
Cc1ccccc1CC1(CO)CCCN(C(=O)c2cc(Cl)ccc2F)C1 (stereo not drawn),i,6,-2,0,-8,-3,-0.1,3,6,-0.3
CC(NCc1ccc(S(N)(=O)=O)cc1)C(=O)NCc1ccccc1 (stereo not drawn),i,6,0,3,-7,0,-1.6,-4,-2,1.2
COc1ccc(NC(=O)CSc2nccn2Cc2ccco2)c(OC)c1,i,10,0,-1,-2,2,-0.2,8,-1,-0.4

# Later entries:
SMILES,Rpn11 inh,MLLE-PAM2 inh,DNMT1 inh,CSN inh,Scp-1 inhibitor,NadD inh,LMPTP inh,SUMO1-SIM PPI,STEP inh,Tb MetRS inh
O=C(Nc1cccc(Oc2ccccc2)c1)C1Cc2c(-c3cccc(F)c3)ccnc2O1 (stereo not drawn),i,-7,-17,2,.,5,5.1,-1,1,-0.1
CNC(=S)NNC(=O)COc1cccc(C)c1C,i,-7,0,-2,-18,-5,-2.9,1,-4,-0.4
O=C(c1ccccc1)n1ccc(-c2cnc(-c3ccccc3)s2)n1,i,-5,12,-3,-10,-9,1.8,6,0,-0.9
CCn1c(SCC(=O)NCCc2ccccc2)nc2c(c1=O)SC(C)C2 (stereo not drawn),i,-8,1,2,-8,-4,0.3,-6,-3,-0.3
O=C(O)CCC(=O)Nc1ccccc1C(=O)NC1CCCCC1,i,1,1,4,-2,2,-2.3,-1,-3,0.3
Cc1nc2ccc(NC(=O)c3cc(Cl)ccn3)cc2s1,i,-99,-5,5,4,12,3.0,-3,-2,0.3
CN(CC(=O)Nc1ccc(F)c(F)c1F)C(=O)/C=C/c1ccco1,i,-15,13,-1,33,-1,2.3,-4,-1,0.2
N/C(=N\OC(=O)/C=C/c1ccccc1Cl)c1ccncc1,i,-11,-4,8,4,-10,0.5,-9,-2,-0.8
C[C@H](CO)N1C[C@H](C)[C@@H](CN(C)S(=O)(=O)c2ccccc2)Oc2c(NS(=O)(=O)c3cccs3)cccc2C1=O,i,4,-3,-4,-4,-4,-2.8,4,1,-0.2
CCOC(=O)C1=NNC(C(=O)c2ccc(OC)cc2)C1c1ccccc1 (stereo not drawn),i,4,-2,7,-4,-2,1.3,-4,1,-0.7
CCCN1CCN(CCCNC(=O)c2ccc3nc(N4CCCCC4)sc3c2)CC1,i,11,-5,-4,0,-2,-1.8,4,-1,-0.9
CCN(c1ccc(NC(=O)CSc2nnc3nc(C)cc(C)n23)cc1)C(C)C,i,-9,-5,3,-12,-2,-2.6,2,-3,-0.7
Nc1nc(-c2cccnc2)nn1C(=O)COc1ccccc1,i,19,4,2,-9,5,-0.3,1,1,-0.1
Cc1cc(NC(=O)CN2C(=O)NC(CC(C)C)C2=O)no1 (stereo not drawn),i,0,3,0,-2,0,-0.1,13,-1,0.0
CC(C)(C)n1nc2c(c1NC(=O)c1cccs1)CS(=O)C2 (stereo not drawn),i,3,4,0,0,-4,-1.0,1,0,-0.7
CC(Sc1nnc(Cc2cccs2)n1C1CCCCC1)C(=O)NCc1ccco1 (stereo not drawn),i,-1,0,1,1,0,1.3,-1,5,-0.2
Cc1ccc2cc(CN(CC3CCCO3)C(=O)c3cccs3)c(=O)[nH]c2c1 (stereo not drawn),i,-17,2,-1,-4,1,-0.8,-3,1,-0.1
N#C/C(=C\c1cn[nH]c1-c1ccc(Cl)cc1)C(=O)NC1CC1,i,13,-2,2,-7,1,-2.2,-15,-3,-0.4
O=C(O)c1ccc(/C=C2/SC(=S)N(Cc3ccccc3)C2=O)cc1,i,1,1,5,-8,0,1.7,-22,3,-0.8
CN(C)S(=O)(=O)c1ccc(Cl)c(NC(=O)CN2C(=O)NC3(CCc4ccccc43)C2=O)c1 (stereo not drawn),i,4,-2,-1,-4,0,-0.6,6,-2,-0.2
Oc1ccccc1Nc1nc(NCc2ccccc2)c2ccccc2n1,i,1,-2,0,-2,5,15,4,-2,0.2
O=c1cc(-c2ccc(O)cc2)oc2ccc(O)cc12,i,-12,0,0,2,-6,0.3,-8,-3,-0.2
COc1ccc(C(=O)NC(C(=O)NCC(=O)Nc2c(C)cccc2C)C(C)C)cc1 (stereo not drawn),i,-8,3,3,-4,2,-0.2,-3,-2,-0.4
Cc1noc(NS(=O)(=O)c2ccc(N/C=C/C(=O)c3ccc4c(c3)OCO4)cc2)c1C,i,5,-1,1,2,6,0.4,12,3,-0.3
COc1ccccc1NC(=O)Cc1cccs1,i,8,-2,-1,8,0,-0.2,0,1,-0.5
COCCCn1c(SC(C)C(=O)Nc2c(C)n(C)n(-c3ccccc3)c2=O)n[nH]c1=O (stereo not drawn),i,8,2,-6,1,0,-2.1,3,-3,-0.2
O=C(NC(Cc1ccccc1)C(=O)O)/C(=C/c1ccccc1)NC(=O)c1ccccc1 (stereo not drawn),i,-13,3,-3,-2,-2,-1.5,-2,-2,-0.4
CC(C)Oc1ccc(S(=O)(=O)N2CCOCC2)cc1NC(=O)CC1OC(=O)c2ccccc21 (stereo not drawn),i,-33,0,-5,-9,0,-0.9,3,-2,-0.3
